Screening results: PubChem, National Center for Advancing Translational Sciences (NCATS)
TR SRC2 fluor cs: alters Texas Red total fluorescence, flagging assay interference | Potency, µM (series often up to 106 µM), for inactives: at the top dose fluorescence change, negative = quenching | TRb/SRC2 Texas Red total fluorescence interference | hit rate 0.29% among 280,000; active = well fitted curve in either direction with a large enough effect; inconclusive = small, poorly fitted or top-dose-only effect
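Human TRβ ligand-binding domain (0.6 uM) and Texas Red SRC2 peptide (20 nM) in Tris buffer with 1 uM T3 and 5% DMSO were incubated with pinned compound for 5 hr at ambient temperature. Total fluorescence was computed as S + 2P (555/632 nm).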
TRb-SRC2 inh: inhibitors of human thyroid hormone receptor beta-SRC2 interaction; Potency, µM (series often up to 106 µM), inactives show top-dose activity change, negative = inhibition, most hits filed as inhibitors; P10828; hit rate 0.065% among 280,000; TRbeta-SRC2 peptide binding, fluorescence polarization; receptor liganded with 1 µM T3;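 also: plate controls were bound peptide for no effect and peptide without receptor for full effect; nearly all actives have a fitted effect of over 50% in size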
Target sequence (P10828 whole entry, looked up): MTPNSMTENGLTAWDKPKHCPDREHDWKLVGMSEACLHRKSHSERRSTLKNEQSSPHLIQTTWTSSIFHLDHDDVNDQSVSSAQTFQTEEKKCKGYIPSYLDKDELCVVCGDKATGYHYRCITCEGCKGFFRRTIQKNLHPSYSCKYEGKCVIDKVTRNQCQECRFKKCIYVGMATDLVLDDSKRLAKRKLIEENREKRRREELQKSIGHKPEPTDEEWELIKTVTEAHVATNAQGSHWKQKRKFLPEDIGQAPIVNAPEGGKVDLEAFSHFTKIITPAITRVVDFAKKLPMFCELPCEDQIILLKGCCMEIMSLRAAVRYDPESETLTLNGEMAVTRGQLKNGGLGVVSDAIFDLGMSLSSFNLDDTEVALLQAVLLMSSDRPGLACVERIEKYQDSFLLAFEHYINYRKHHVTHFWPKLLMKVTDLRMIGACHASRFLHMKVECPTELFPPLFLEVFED
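Human TRb LBD (0.6 uM) plus Texas Red-labeled SRC2 peptide (20 nM), 1uM T3, 5% DMSO, 5 hr at ambient temperature. Decreased polarization (555/632 nm) flags inhibition; data normalized to free and bound peptide controls.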
JMJD2E inh: inhibitors of human JMJD2E histone demethylase. B2RXH2. JMJD2E catalytic domain, FDH-coupled NADH fluorescence (FDH is formaldehyde dehydrogenase). Potency, µM (top dose mostly 57.1 µM), for inactives: top-dose activity change, negative = inhibition, hits mostly inhibitors. hit rate 1.6% among 230,000. AID 2147; active = well fitted inhibition curve with a large enough effect, not every such curve was filed as active; inconclusive = small, poorly fitted or top-dose-only effect, or another doubt; inactive = no such curve, though single readings can be large or run the other way;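 also: 0% = wells with enzyme and -100% = buffer wells without enzyme; nearly all actives have a fitted effect of over 50% in size; many of its hits are not listed in these tables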
Target sequence (B2RXH2 1-337 limits assumed): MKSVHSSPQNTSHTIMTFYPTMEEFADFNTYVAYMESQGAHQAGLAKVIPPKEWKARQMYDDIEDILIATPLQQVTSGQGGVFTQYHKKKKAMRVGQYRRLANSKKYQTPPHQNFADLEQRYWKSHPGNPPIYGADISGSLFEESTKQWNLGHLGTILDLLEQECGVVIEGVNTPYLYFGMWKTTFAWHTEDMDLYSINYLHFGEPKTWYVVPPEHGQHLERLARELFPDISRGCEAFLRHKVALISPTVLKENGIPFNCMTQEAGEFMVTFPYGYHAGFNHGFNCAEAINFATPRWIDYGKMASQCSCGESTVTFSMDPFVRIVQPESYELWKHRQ
Tau FP inhib: tau fibrillization inhibition (FP); P10636; AID 1468; Potency, µM (doses to about 57.7 µM), without a hit: top-dose activity, negative = inhibition, most hits filed as inhibitors; hit rate 0.39% among 280,000; K18 P301L tau heparin fibrillization, Alexa594 FP, 6 h; also: nearly all actives have a fitted effect of over 55% in size
Target sequence (P10636 561-689 P618L limits assumed): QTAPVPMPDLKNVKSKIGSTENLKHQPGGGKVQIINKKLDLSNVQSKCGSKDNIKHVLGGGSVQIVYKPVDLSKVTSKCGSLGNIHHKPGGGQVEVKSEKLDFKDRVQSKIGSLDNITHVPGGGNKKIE
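Human tau K18 […] P301L fragment, 15 uM unlabeled plus 0.24 uM Alexa 594-labeled tau (final), with compound and 20 uM heparin in 100 mM sodium acetate pH 7; 6 hr at 37 C, then Alexa 594 FP read.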
GoLoco inh red: blocks human Gai1 binding to RGS12 GoLoco peptide, red readout; hit rate 0.44% among 230,000; AID 880; Potency, µM (series often up to 61.6 µM), for the others: at the top dose activity, negative = inhibition, most hits filed as inhibitors; P63096; Gai1:RGS12 GoLoco peptide FP, rhodamine, 10 min; active = well fitted inhibition curve with a large enough effect, not every such curve was filed as active; inactive = no such curve, though single readings can be large or run the other way; also: nearly all actives have a fitted effect of over 30% in size; many of its hits are not listed in these tables
L3MBTL1 block: L3MBTL1 (human) inhibition; AlphaScreen L3MBTL1–H3K9me1 peptide binding; Potency, µM (series often up to 57.1 µM), inactives show at the highest dose activity, negative = inhibition, most hits filed as inhibitors; hit rate 0.66% among 230,000; also: nearly all actives have a fitted effect of over 60% in size
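Read-out is AlphaScreen signal from streptavidin donor and nickel chelate acceptor beads (10 ug/mL final each) bridging L3MBTL1 (50 nM) and biotinylated K9-monomethylated H3(1-15) peptide (75 nM), after 30 min compound exposure at room temperature.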
RECQ1 inh: inhibitors of human RECQ1 DNA helicase; P46063; RECQ1 DNA unwinding, red fluorescence kinetic read; Potency, µM (doses to about 57.3 µM), for the others: at the top dose activity, negative = inhibition, actives largely listed as inhibitors; hit rate 0.54% among 240,000;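 also: plate controls were vehicle for no effect and no enzyme for full effect; nearly all actives have a fitted effect of over 30% in size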
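50 nM RECQ1T1 preincubated 15 min with compound in Tris pH 8.0 buffer with MgCl2, DTT, Tween-20 and 2.5 ug/ml poly(dI-dC); started with 200 nM TAMRA/BHQ-2 forked duplex and 2 mM ATP. Unwinding read as fluorescence (525/598 nm), two reads 2 h apart.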
Tau ThT inhib: tau fibrillization inhibition (ThT binding); hit rate 2.1% among 270,000; P10636; recombinant tau K18 P301L (four-repeat tau fragment), heparin-induced fibrillization, ThT fluorescence; Potency, µM (series often up to 57.4 µM), inactives show at the top dose activity, negative = inhibition, most hits filed as inhibitors; also: nearly all actives have a fitted effect of over 55% in size
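In this qHTS, human K18 P301L tau is incubated with compound and heparin for 6 hr at 37 C, and Thioflavin T fluorescence then reports fibril load.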
* marks the source's active call; other numbers are inactive results; i = inactive; ? = inconclusive; . = not tested or not shown; & = joins results of further samples; [ ] = another dose, or the depositor's remark. Unless noted, calls follow the shape of the dose curve; as a rule, active = well fitted curve in the direction sought with a large enough effect; inconclusive = small, poorly fitted or top-dose-only effect, or another doubt; inactive = no such curve, though single readings can be large; an effect the other way counts as inactive or inconclusive. Unless noted, % is scaled to controls: 0 for no effect and ±100 for the full control effect; potency is read from the fitted curve at half-maximal effect. Not all compounds are listed. The share of hits here may be higher or lower than overall.

Start of the data: the first 3 records, ahead of the listing:
SMILES	TR SRC2 fluor cs	TRb-SRC2 inh	JMJD2E inh	Tau FP inhib	GoLoco inh red	L3MBTL1 block	RECQ1 inh	Tau ThT inhib
Cn1c(=O)c2ncn(CC(=O)N/N=C/C=C/c3ccccc3)c2n(C)c1=O	1.3%	1.5%	?	2.3%	-1.9%	-2.3%	i	2.2%
COC(=O)c1ccc(N2C(=O)C3CC=CC(C)C3C2=O)cc1 (stereo unspecified)	0.0%	8.0%	5.2%	8.7%	-5.0%	?	i	-4.1%
O=C(CSc1nc2ccccc2n1Cc1ccc(F)cc1)N1CCN(c2ccc(F)cc2)CC1	-0.1%	-9.7%	.	-0.5%	.	.	.	-2.5%

The listing (from the top)
SMILES	TR SRC2 fluor cs	TRb-SRC2 inh	JMJD2E inh	Tau FP inhib	GoLoco inh red	L3MBTL1 block	RECQ1 inh	Tau ThT inhib
Cn1c(=O)c2ncn(CC(=O)N/N=C/C=C/c3ccccc3)c2n(C)c1=O	1.3%	1.5%	?	2.3%	-1.9%	-2.3%	i	2.2%
COC(=O)c1ccc(N2C(=O)C3CC=CC(C)C3C2=O)cc1 (stereo unspecified)	0.0%	8.0%	5.2%	8.7%	-5.0%	?	i	-4.1%
O=C(CSc1nc2ccccc2n1Cc1ccc(F)cc1)N1CCN(c2ccc(F)cc2)CC1	-0.1%	-9.7%	.	-0.5%	.	.	.	-2.5%
Cc1nnc(SCC(=O)N(Cc2ccccc2)C(C)(C)C)[nH]c1=O	0.4%	8.5%	3.1%	-1.8%	-4.4%	0.5%	-9.7%	-5.5%
C[C@@H]1C[C@@H]([C@@H](C)CC2CC(=O)NC(=O)C2)C(=O)[C@@H](C)C1	-0.5%	3.3%	.	-2.0%	-23.8%	.	i	0.8%
COc1ccccc1/C=C/C(=O)c1ccccc1	-1.4%	0.7%	3.1%	12.6%	-4.0%	9.9%	-22.7%	?
Cc1cc(C)n(-c2nc(C(=O)O)cs2)n1	-4.3%	3.6%	-9.6%	6.2%	2.0%	-14.3%	-1.1%	0.4%
C=CCOC(=O)C1C(=O)CC(C)(O)C(C(=O)OCC=C)C1c1ccc(N(C)C)cc1 (stereo unspecified)	-1.4%	3.1%	4.8%	-5.5%	-7.8%	.	?	7.8%
CN(C)c1ccc(C(c2nnnn2CCOC(=O)Nc2ccc(Cl)cc2)N2CCOCC2)cc1 (stereo unspecified)	0.7%	-10.3%	-0.9%	5.3%	20.8%	.	-15.6%	?
CC(NC(=O)CCCOc1ccc(Cl)cc1)c1ccccc1 (stereo unspecified)	-0.1%	1.1%	2.6%	-1.2%	11.3%	14.5%	-0.9%	-2.0%
COc1ccccc1NC(=O)/C=C/C(=O)O	-5.6%	-1.9%	-28.8%	6.8%	-8.7%	3.0%	-14.2%	-1.0%
Cc1ccc(NC(=O)/C=C/c2ccc([N+](=O)[O-])s2)cc1	-4.1%[53 µM]	2.7%[53 µM]	-9.4%	-9.1%	-9.7%	5.7%	-11.6%	?
ClCc1nnc(-c2cc3c(s2)CCCC3)o1	-2.3%	8.6%	7.7%	8.7%	17.4%	.	-4.1%	?
Cc1ccc(NC(=O)CN2C(=O)C(c3ccc(F)cc3)=NC23CCCCC3)c(C)c1	-0.6%	-0.7%	.	-10.4%	.	.	.	-1.0%
Cc1ccc(Sc2ncccc2COC(=O)Nc2c(C)cccc2C)cc1	-1.4%	1.5%	-0.9%	-3.4%	3.9%	6.0%	-18.9%	?
CCNc1nc(NCC)nc(N(CC)C(N)=S)n1	-1.7%	3.8%	?	-8.5%	5.0%	-15.4%	-18.2%	-13.2%
Cc1ccc(NNC(=S)Nc2ccc(C(C)C)cc2)c(C)c1	5.6%	5.5%	-29.6%	-7.7%	1.3%	?	-10.7%	14.1µM*
O=C(O)CCC(=O)NCc1ccc(C(=O)O)cc1	1.8%	10.5%	5.1%	-5.0%	1.0%	.	4.8%	-14.8%
COc1ccc(CCNc2nc(-c3ccco3)cc(C(F)(F)F)n2)cc1OC	0.4%	-2.6%	-26.3%	-9.4%	8.4%	4.8%	-12.1%	?
COc1ccc(OC)c(CCNc2nc3cc(OC)c(OC)cc3c3nc(-c4cccnc4)nn23)c1	4.3%	-6.7%	.	-9.7%	.	.	.	-16.5%
COc1ccc(N2CCN(C(=O)CCc3c(C)nc4cc(-c5ccc(Cl)cc5)nn4c3C)CC2)cc1	0.0%	-1.4%	.	5.1%	.	.	.	?
COc1ccc(OCCSc2nc(N)cc(=O)[nH]2)cc1	0.9%	4.2%	-1.0%	6.8%	-2.1%	-12.2%	10.9%	-14.1%
COC(=O)c1cc(Br)c(=O)n(CCc2ccc(F)cc2)c1	-3.0%	2.0%	0.0%	6.4%	3.0%	.	-6.7%	-10.3%
COc1ccc(NC(=O)C2Cc3ccccc3CN2C(=O)c2ccccc2)cn1 (stereo unspecified)	-1.1%	-2.3%	2.5%	-0.7%	11.6%	.	-3.1%	?
CCOc1ccc(S(=O)(=O)NNC(=S)Nc2ccc(Br)cc2)cc1	-0.4%	5.9%	0.5%	-16.7%	6.9%	-17.1%	-6.3%	-8.7%
O=C(c1ccc(N2CCCC2=O)cc1)N1CCCCCC1	-1.9%	-6.9%	8.0%	-0.2%	-0.3%	-7.8%	-2.1%	-1.1%
Cc1ccc(S(=O)(=O)/N=C(/c2ccc(F)cc2)N2CCCCC2)cc1	-0.8%	8.4%	-3.0%	0.1%	2.8%	-1.8%	-13.7%	-2.8%
CC(C)NCc1cc(Br)ccc1OCc1ccccc1	-6.8%	-2.0%	0.7%	-2.3%	-3.7%	7.6%	-4.6%	2.5%
Cc1cccc(NC(=O)c2nc[nH]c2C(=O)NCC(=O)OCc2ccccc2)c1	-2.3%	1.1%	-7.7%	?	11.6%	.	i	-6.8%
Cc1ccc(NC(=O)CSc2cn(CC(=O)N3CCCC3)c3ccccc23)cc1Cl	-0.8%	-5.5%	.	?	.	.	.	-15.6%
Cc1nnc(-c2cccc(Br)c2)c2cn(-c3cccc(Br)c3)nc12	-0.2%	2.8%	-3.7%	7.3%	.	-4.1%	6.6%	-10.4%
COc1ccc(NC(=O)c2oc3ccccc3c2NC(=O)Cc2coc3ccc(C)cc23)cc1	-18.7%	2.3%	.	?	.	.	.	-0.7%
COc1ccc(-c2nn(-c3ccccc3)cc2CNC(C)Cn2cncn2)c(F)c1 (stereo unspecified)	-1.2%	-2.4%	-8.8%	0.3%	3.6%	-0.5%	-10.1%	-7.2%
CCCNC(=O)c1ccccc1NC(=O)c1ccccc1N(C)S(=O)(=O)c1ccc(C)cc1	-6.6%	0.8%	-5.0%	-2.8%	1.5%	-8.8%	-6.9%	-3.4%
COCC(C)NC(=O)/C=C/c1ccc(OC)cc1 (stereo unspecified)	-0.9%	-11.0%	-44.2%	-7.8%	2.8%	-0.1%	i	-2.1%
Cn1nccc1C(=O)NCCN1C(=O)OC(C)(C)C1(C)O (stereo unspecified)	1.2%	0.9%	-1.5%	-4.6%	-12.8%	1.3%[11.4 µM]	i	-2.8%
N#C/C(=C(/O)CSc1nnc(Cc2cccs2)n1C1CCCCC1)c1nc2ccccc2[nH]1	-8.7%	-1.4%	5.4%	11.8%	58.5%[activator]	-22.8%	2.2%	?
CS/C(=C/[N+](=O)[O-])Nc1cccc2c1C(C)CC2(C)C (stereo unspecified)	-0.8%	6.0%	-11.5%	-10.2%	-2.5%	.	-5.8%	?
Cc1ccc(-n2nc(C)c3c(C)c(CCC(=O)NCc4cccc(Cl)c4)c(C)nc32)cc1C	-5.2%	4.2%	.	-11.5%	.	.	.	8.4%
COc1ccc(C2CC(=O)c3c(C)nc(N4CCN(c5ccccc5)CC4)nc3C2)cc1 (stereo unspecified)	-1.3%	-13.0%	1.2%	4.9%	0.4%	-1.0%	-12.9%	2.3%
O=C(c1[nH]c2ccccc2c1Sc1ccc(Cl)cc1)N1CCCCC1	-1.0%	2.7%	.	0.9%	.	.	.	-7.1%
O=C(NNc1nc2ccccc2o1)c1ccccc1	-0.8%	-2.6%	0.9%	-3.4%	1.4%	.	-2.6%	.
COc1cc(/C=C/C(=O)O)cc(OC)c1OC	-3.6%&0.6%	1.5%&-7.3%	4.8%	-3.2%&-0.7%	1.6%&-32.5%	-7.9%	-3.5%&0.6%	-2.1%&6.4%
COc1ccc(NCc2nnc(SCC(=O)c3ccc(C)cc3)o2)cc1	-0.6%	1.9%	-8.6%	-3.9%	-8.8%	.	i	?
CCC(CC)C(=O)Nc1ccc(C(=O)c2ccccc2)cc1	0.4%	0.7%	3.2%	9.4%	5.3%	6.0%	-1.4%	5.3%
COCCN(C(=O)c1csnn1)C(C(=O)NC1CCCCC1)c1cccs1 (stereo unspecified)	-2.0%	-13.0%	6.2%	-8.3%	3.8%	-14.8%[11.4 µM]	-3.4%	-4.2%
O=C(CN1C(=O)C2CC=CCC2C1=O)NCc1cccs1 (stereo unspecified)	2.8%	4.0%	-7.0%	0.0%	2.2%	-25.6%	-3.1%	?
Cc1ccc2nc(SCc3nnc(-c4ccccc4Br)o3)[nH]c2c1	-5.7%	4.8%	1.3%	-7.1%	.	-4.8%	-10.4%	-2.2%
Cc1ccc(C)c(Cn2c(=O)n(-c3ccc(CC(=O)NCc4ccco4)cc3)c(=O)c3sccc32)c1	-2.2%	-12.0%	-5.2%	?	-0.1%	1.2%	-2.6%	-0.5%
C=CCNc1oc(-c2ccc(OCC)cc2)nc1C#N	-0.2%	-2.7%	?	10.2%	1.0%	-5.7%	-2.0%	?
CCc1nn(CC(=O)N2CCN(c3cccc(OC)c3)CC2)c(=O)c2cc3occc3n12	-1.6%	7.0%	.	-9.9%	.	.	.	1.3%
CCN(CC)S(=O)(=O)c1cccc(C(=O)Nc2sc3c(c2C#N)CCC(C)C3)c1 (stereo unspecified)	2.8%	-8.6%	.	-7.4%	.	.	.	-9.5%
CC(=O)Nc1ccc(NS(=O)(=O)c2ccc(-c3csc(C)n3)s2)cc1	1.4%	2.7%	0.3%	-5.2%	-0.1%	4.7%	-3.0%	-5.2%
CCc1ccc(NC(=O)Nc2ccc3c(c2)N(C)C(=O)CS3)cc1	-1.7%	-2.9%	-5.7%	?	23.0%	.	-7.4%	-18.1%
